# Source: PubChem (Sanford-Burnham Center for Chemical Genomics)
# Mdm2 MdmX PPI: inhibitors of human Mdm2/MdmX interaction | O15151+Q00987 | SaOS-2 split-luciferase Mdm2/MdmX complementation, luminescence | inhibition, % at 8 µM | 3% of 330,000 active | AID 485346;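 active = inhibition of at least 50% at 8 µM in the primary screen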
# tim23-1 inh: inhibits growth of tim23-1 mutant yeast; S. cerevisiae tim23-1 growth, BacTiter-Glo luminescence, 24 h; 1.3% of 330,000 active; AID 463212; inhibition, % at 20 µM;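 active = growth inhibition of the mutant yeast at or above 50%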;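 note: temperature-sensitive mutant grown at 25 °C; plate controls were DMSO-treated mutant yeast for no effect and medium wells lacking yeast for full effect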
# Jurkat NFkB inh: inhibitors of the PMA/ionomycin-induced NF-kB reporter in Jurkat cells. PMA/ionomycin-induced NF-kB luciferase reporter, luminescence. inhibition, % at 4 µM. 0.53% of 330,000 active. AID 435003; in the data active = inhibition above about 50%
# APJ antag: blocks the human apelin receptor APJ | P35414 | 0.32% of 330,000 active | CHO-K1 APJ beta-arrestin complementation, luminescence | AID 2521 | inhibition, % at 20 µM;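 active = inhibition above about 40% at 20 µM, limit read from the data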;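 note: cells challenged with 10 nM apelin-13 agonist together with compound; plate controls were apelin-13 plus DMSO wells for no effect and DMSO wells lacking apelin-13 for full effect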
# Target sequence (P35414 whole entry, looked up): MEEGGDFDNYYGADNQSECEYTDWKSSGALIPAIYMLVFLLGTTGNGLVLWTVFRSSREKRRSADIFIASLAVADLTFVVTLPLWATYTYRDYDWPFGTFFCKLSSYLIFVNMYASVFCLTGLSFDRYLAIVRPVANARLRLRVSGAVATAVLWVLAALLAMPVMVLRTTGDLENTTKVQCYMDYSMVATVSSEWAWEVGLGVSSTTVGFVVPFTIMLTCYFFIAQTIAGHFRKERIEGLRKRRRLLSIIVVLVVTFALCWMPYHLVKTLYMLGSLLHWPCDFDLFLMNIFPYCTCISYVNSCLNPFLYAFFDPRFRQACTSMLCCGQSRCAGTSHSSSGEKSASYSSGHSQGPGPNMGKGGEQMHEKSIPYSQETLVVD
# 697 NFkB inh: lowers PMA/ionomycin-induced NF-kB signal in 697 B cells. inhibition, % at 4 µM. 0.33% of 330,000 active. AID 435022. 697 B-cell NF-kB luciferase reporter, 16 h; in the data active = inhibition above about 35%
# UPR XBP1 act: activators of adaptive arm of unfolded protein response (XBP1). activation, % at 20 µM. CHO-XBP1 luciferase reporter, IRE1-XBP1 UPR activation, luminescence; percent of tunicamycin response, DMSO as zero. 0.33% of 330,000 active;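 active = versus positive control, 20 µM dose yields 30% or more activation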;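 note: 100% = tunicamycin at 10 µg/mL and 0% = DMSO only wells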
#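 Assay system: CHO-XBP1 luciferase reporter cells; Schedule: 6 h treatment, 37 °C; Detection: glow luminescence from Steady-Glo reagent; Benchmarks: high control tunicamycin 10 µg/mL final, low control DMSO vehicle only.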
# APJ agonist: agonists of human APJ apelin receptor; CHO-K1 APJ PathHunter beta-arrestin, luminescence; 0% DMSO wells, 100% apelin; activation, % at 20 µM; 0.11% of 330,000 active;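 active = activation more than six SD over the plate average, tested at 20 µM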;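 note: 0% = DMSO alone and 100% = apelin-13 at 10 nM; some results filed as inactive read as strong as hits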
#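 Material: CHO-K1 APJ beta-arrestin complementation cell line; Input: cell density 1000 per well; Incubation: compound stimulation 90 min at 25 °C, detection 60 min; Signal: luminescence from split beta-galactosidase complementation, Galacton Star/Emerald II substrate; Controls: DMSO-only wells as negative, 10 nM Apelin-13 as positive control.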
# UPR CHOP act: apoptotic UPR (CHOP) activation. CHO-CHOP luciferase reporter, luminescence; percent of tunicamycin response over DMSO baseline. activation, % at 10 µM. 0.34% of 330,000 active. AID 449763;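 active = at 10 µM dose, activation of 40% or more, normalized to positive control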;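 note: 100% = tunicamycin at 10 µg/mL and 0% = DMSO alone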
#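 System: CHO-CHOP luciferase reporter cell line; amount: 500 cells/well; buffer or medium: F12 medium containing 10% fetal bovine serum; incubation: 6 h compound exposure at 37 °C after overnight seeding; measured by: luciferase luminescence after 10 min with Steady-Glo reagent; evaluation: % reporter activation, DMSO baseline versus tunicamycin full activation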
# Active calls of the source: *.
SMILES,Mdm2 MdmX PPI,tim23-1 inh,Jurkat NFkB inh,APJ antag,697 NFkB inh,UPR XBP1 act,APJ agonist,UPR CHOP act
Cc1cc(C(=O)Nc2ncn(Cc3ccc(F)cc3)n2)ccc1[N+](=O)[O-],0,3,8,15,5,-1,-2,2.6
CCSS(=O)(=O)c1cccc2cccnc12,4,11,-3,-8,12,2,-1,0.1
COCCN(CCNC(=O)c1ccc(NC2=NC3CS(=O)(=O)CC3S2)cc1)Cc1ccco1 (configuration not stated),-31,13,7,8,17,1,0,1.7
CCCC(=O)N1CCN(S(=O)(=O)c2cc(Cl)ccc2OC)CC1,28,6,-1,16,0,-3,-1,0.6
CCOCCCNC(=O)Cn1nc(Cc2ccncc2)c2ccccc2c1=O,-4,14,-6,-2,21,0,-4,1.6
COc1ccc(Br)cc1-c1noc(-c2ccccc2F)n1,20,-10,-5,-12,6,4,-6,1.2
O=C(Cc1ccc([N+](=O)[O-])cc1)Nc1ccc(Br)cn1,30,3,-8,-21,-23,-4,-3,0.7
Cc1cccc(/C=C/c2onc(C)c2[N+](=O)[O-])n1,100*,84*,4,-17,-5,-3,7,37
Cc1ccc(-c2nc(N3CCN(C)CC3)c3ccccc3n2)cc1,15,12,-11,-6,-8,0,3,2.0
CCCC(=O)NC(=S)Nc1ccc(NC(=O)C(C)C)c(OC)c1,-3,17,-8,12,-1,-3,-5,-1.3
CCOC(=O)c1cnc(SCc2cccc(C)c2)nc1N,-108,-2,-42,13,-39,1,-3,5.3
Cc1c(C(=O)OC(C)C)sc(NC(=O)c2cccnc2)c1C#N,-13,22,-11,11,-74,-4,-1,1.1
O=C(Cn1c(=O)[nH]c2ccccc2c1=O)N1CCN(c2cccc(Cl)c2)CC1,0,-15,-4,14,5,-2,-2,3.0
CC(Sc1nnnn1C1CC1)C(=O)N1c2ccccc2NC(=O)C1(C)C (configuration not stated),19,7,-8,6,-1,-1,1,-0.6
O=C(O)C(C(=O)Oc1ccccc1)C(C(=O)O)C(=O)Oc1ccccc1 (configuration not stated),20,-5,-1,16,11,-3,-3,0.7
O=C(c1ccc([N+](=O)[O-])s1)N1CCN(c2ccccn2)CC1,16,46,15,-34,5,0,2,-1.0
O=C(C[C@@H]1C/C=C\C[C@@H](Cc2ccc(F)cc2)C(=O)OC[C@@H](Cc2c[nH]c3ccccc23)NC1=O)NCCO,24,8,0,-3,11,0,0,0.4
CC(C)(C)c1csc(NNC(=O)c2ccc(Cl)cc2)n1,27,41,-34,1,-23,-2,-6,3.0
O=C1COc2ccc(S(=O)(=O)N3CCc4ccccc43)cc2N1,15,11,-2,0,-13,1,-2,-1.9
c1ncn(C23CC4CC(CC(C4)C2)C3)n1,-8,4,2,-10,1,5,-2,-0.4
Cc1nn(C(C)(C)C)c(NC(=O)c2ccc(Cl)cc2Cl)c1Br,16,25,8,13,-19,0,0,-0.5
O=C(CSCCO)Nc1cccc(C(F)(F)F)c1,-29,-3,6,1,5,0,-1,0.0
COc1cccc(Oc2cc(NN3CCCCC3)c([N+](=O)[O-])cc2[N+](=O)[O-])c1OC,18,10,-1,-14,14,0,3,1.9
FC(F)(F)c1cc(-c2ccco2)nc(NCc2ccco2)n1,13,11,-3,5,23,1,-2,5.1
COc1ccc(/C(C)=N/NC(=O)c2nnn(-c3nonc3N)c2-c2cccs2)cc1OC,59*,8,6,21,-2,5,-1,6.7
Fc1ccc(NCc2nnc(SCc3ccccc3)o2)cc1,-13,8,-7,-1,8,-1,-3,1.8
Cc1ccc(CNC(=O)c2cncc(Br)c2)cc1,4,5,-6,-5,2,0,-2,0.4
O=C(CSc1nc(-c2ccco2)cc(C(F)(F)F)n1)Nc1ccc2c(c1)OCO2,62*,0,45,10,-46,0,1,-1.0
O=C(NCc1cc(C(F)(F)F)ccc1F)C1CCC(=O)N(C2CC2)C1 (configuration not stated),6,0,2,-14,10,-1,-5,0.0
CCN(CC)c1nc(-c2ccc(Cl)cc2)cc(C(F)(F)F)c1C#N,2,-2,0,-14,6,-6,-5,-1.9

# Three entries out of the list, sorted by SMILES length, ascending.
SMILES,Mdm2 MdmX PPI,tim23-1 inh,Jurkat NFkB inh,APJ antag,697 NFkB inh,UPR XBP1 act,APJ agonist,UPR CHOP act
O=C(CSc1nc(-c2ccco2)cc(C(F)(F)F)n1)Nc1ccc2c(c1)OCO2,62*,0,45,10,-46,0,1,-1.0
COc1ccc(/C(C)=N/NC(=O)c2nnn(-c3nonc3N)c2-c2cccs2)cc1OC,59*,8,6,21,-2,5,-1,6.7
O=C(C[C@@H]1C/C=C\C[C@@H](Cc2ccc(F)cc2)C(=O)OC[C@@H](Cc2c[nH]c3ccccc23)NC1=O)NCCO,24,8,0,-3,11,0,0,0.4

# The listing picks up, repeating the 3 entries before the break.
SMILES,Mdm2 MdmX PPI,tim23-1 inh,Jurkat NFkB inh,APJ antag,697 NFkB inh,UPR XBP1 act,APJ agonist,UPR CHOP act
O=C(CSc1nc(-c2ccco2)cc(C(F)(F)F)n1)Nc1ccc2c(c1)OCO2,62*,0,45,10,-46,0,1,-1.0
O=C(NCc1cc(C(F)(F)F)ccc1F)C1CCC(=O)N(C2CC2)C1 (configuration not stated),6,0,2,-14,10,-1,-5,0.0
CCN(CC)c1nc(-c2ccc(Cl)cc2)cc(C(F)(F)F)c1C#N,2,-2,0,-14,6,-6,-5,-1.9
Cc1ccc2cc(C(c3nnnn3Cc3ccccc3)N3CCc4ccccc43)c(=O)[nH]c2c1C (configuration not stated),26,9,-1,6,17,0,1,-0.4
Cc1cc[n+](C2=C([O-])c3ccccc3C(=O)/C2=N\S(=O)(=O)c2cccs2)cc1C,37,13,6,-39,-7,0,5,0.0
Cc1cnc(C(=O)Nc2ccc(C)c(S(=O)(=O)N(C)C)c2)cn1,10,1,-7,-5,-16,-2,-3,1.0
O=C(Cn1cc(C(F)(F)F)ccc1=O)Nc1cc(S(=O)(=O)N2CCOCC2)ccc1Cl,9,22,-3,-2,1,-1,0,-0.3
Cc1cc(OC2CCCCC2)nc(NCc2ccccc2)n1,50*,25,28,14,-21,-1,-8,0.5
COc1ccc(C(C#N)N2CCCCC2)cc1OC (configuration not stated),0,-9,-6,-12,16,-1,-4,0.2
Cc1ccc(NCc2nnc(SCC(=O)OC3CCCCC3)o2)c(C)c1,-7,18,-6,18,-5,1,-4,0.9
CCOC(=O)[C@H]1[C@H]2COc3ccc(Cl)cc3[C@@H]2N2C(=O)c3cc(Br)ccc3NC(=O)[C@@]12C,37,7,6,-6,16,-3,-4,-0.7
CCCCc1nc2sc3c(=O)n(N)cnc3c2c2c1CCC2,-5,1,-2,11,-1,3,-4,0.6
CC(C)CN(C(=O)CSc1nc2ccccc2c(=O)[nH]1)c1c(N)n(CC(C)C)c(=O)[nH]c1=O,3,15,9,-6,-9,0,-3,-1.2
O=C(COC(=O)c1ccc(-c2nnc(-c3ccccc3)o2)cc1)c1ccccc1,-35,-3,-1,3,-17,0,-1,3.2
Cc1ccc(S(=O)(=O)N2CCCC(C(=O)NC3CC3)C2)cc1 (configuration not stated),-9,1,15,24,3,-2,-1,0.2
C=CC[C@H](CC(=O)NCCO)C(=O)NC[C@@H](OC(=O)[C@H](CC=C)CC(=O)OC(C)(C)C)c1ccccc1,10,-2,5,12,22,1,-3,-0.3
Cc1cccc(N2CC(C(=O)Nc3ccc(S(=O)(=O)NCC4CCCO4)cc3)CC2=O)c1C (configuration not stated),9,8,10,10,10,-5,3,0.9
CC(C)Nc1ccc(C(CC(N)=O)NC(=O)c2ccc(Br)cc2)cc1[N+](=O)[O-] (configuration not stated),24,2,59*,27,-3,-2,-5,0.7
Cc1ccc2[nH]c(=O)c(CN(Cc3ccco3)C(=O)CN3CCCC(C)C3)cc2c1 (configuration not stated),10,8,10,0,15,1,-4,0.0
O=C(O)C1CCCCC1C(=O)N1CC=C(c2ccccc2)CC1 (configuration not stated),20,-52,11,11,1,-8,-5,-6.8
C=C1C(=O)O[C@H]2C1CC[C@@](C)(O)C13C=CC(C)(C21)C1(C3)C(=O)O[C@@H]2C3C(C)=CCC3[C@](C)(O)C[C@H](OC(C)=O)C21 (some centres not stated),34,26,-6,6,3,2,-7,-1.0
COc1ccc2c(c1)c(-c1csc(N)n1)c(C)n2C,-2,9,7,2,-7,-2,0,21
NS(=O)(=O)c1ccc(NC(=O)CSC2=NC(=O)C(c3ccccc3)C(=O)N2)cc1 (configuration not stated),2,10,-18,-25,2,1,-2,-4.0
O=C(C1CCCCC1)N1CCN(c2ccccc2F)CC1,1,15,-7,7,-4,-1,-1,-0.2
Cc1ccc(CN(N=Nc2nonc2N)c2nonc2N)c(C)c1,-4,28,2,-5,-65,-2,9,1.4
Cc1cccc(-c2n[nH]c(=S)n2/N=C/c2ccco2)c1,11,30,7,22,-2,-1,-3,0.0
CC(=O)c1cccc(NC(=O)Nc2c(C)nn(C)c2C)c1,8,3,2,5,8,2,1,0.4
COC(=O)[C@@]12CCCN1[C@H](c1ccc(-c3ccc(OC)cc3)c(OC)c1)[C@@H]1C(=O)N(C)C(=O)[C@@H]12,26,32,-28,-1,-26,0,6,-0.6
Cc1ccc(Nc2nc(C)cs2)cc1,-106,17,-100,3,-109,3,4,4.8
Cn1cc(C(=O)Nc2ccccn2)c(=O)c2ccccc21,5,0,-38,15,-2,0,-5,5.9
O=C(O)CNC(=S)N(Cc1ccccc1Cl)C1CCCCC1,11,23,-1,-53,14,-1,1,0.2
COc1cc(CCC(=O)OCC(=O)Nc2ncc(Cl)cc2Cl)cc(OC)c1OC,14,13,19,12,13,-5,1,-1.7
O=C(CCCn1c(SCC(=O)Nc2ccccc2C(F)(F)F)nc2ccccc2c1=O)NCC1CCCO1 (configuration not stated),21,7,-2,13,-18,-4,-3,-1.9

# Not a hit list; overall some 5% were active at least once.
